Source: PubChem BioAssay
TEAD-YAP block: TEAD-YAP interaction inhibition; HEK-TIYL cells, TEAD-Gal4/YAP UAS-luciferase luminescence; AID 1259422; 640,000 compounds, 1.4% hits; inhibition, % at 9.12 µM; in the data active = inhibition above about 32%;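 note: 0% = median of test compound wells and 100% = reference inhibitor wells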
FBW7 activator: human FBW7 E3 ligase activation, primary screen; AlphaScreen FBW7–phospho-cyclin E peptide binding, activator screen; normalized activity (activation), % at 26.1 µM; 650,000 compounds, 0.13% hits; Q969H0; in the data active = normalized activity above about 1.9%;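 note: purified mutant Fbw7 with reduced substrate affinity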
GPR151 activ: activators of human GPR151. activation, % at 11.2 µM. PathHunter beta-arrestin GPR151 cells, luminescence. AID 1508602. Q8TDV0. 650,000 compounds, 1% hits; in the data active = activation above about 4.9%;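 note: 0% = median of compound wells and 100% = cells with positive control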
Target sequence (Q8TDV0 whole entry, looked up): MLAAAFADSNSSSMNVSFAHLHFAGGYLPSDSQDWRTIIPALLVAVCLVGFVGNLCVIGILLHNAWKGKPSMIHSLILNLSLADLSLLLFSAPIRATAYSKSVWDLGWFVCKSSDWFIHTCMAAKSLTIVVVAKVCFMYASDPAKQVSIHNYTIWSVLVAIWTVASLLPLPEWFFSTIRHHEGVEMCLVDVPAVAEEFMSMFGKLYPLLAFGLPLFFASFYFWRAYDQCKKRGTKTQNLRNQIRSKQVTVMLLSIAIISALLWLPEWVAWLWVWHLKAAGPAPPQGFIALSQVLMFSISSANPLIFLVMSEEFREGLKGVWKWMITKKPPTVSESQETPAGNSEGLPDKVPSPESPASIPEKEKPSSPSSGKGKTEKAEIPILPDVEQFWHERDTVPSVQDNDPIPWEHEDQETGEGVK
MITF primary: inhibitors of human MITF. AlphaScreen MITF homodimerization, bead proximity signal. 650,000 compounds, 0.91% hits. O75030. inhibition, % at 2.6 µM; in the data active = inhibition above about 50%;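 note: 0% = vehicle wells with protein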
Target sequence (O75030 whole entry, looked up): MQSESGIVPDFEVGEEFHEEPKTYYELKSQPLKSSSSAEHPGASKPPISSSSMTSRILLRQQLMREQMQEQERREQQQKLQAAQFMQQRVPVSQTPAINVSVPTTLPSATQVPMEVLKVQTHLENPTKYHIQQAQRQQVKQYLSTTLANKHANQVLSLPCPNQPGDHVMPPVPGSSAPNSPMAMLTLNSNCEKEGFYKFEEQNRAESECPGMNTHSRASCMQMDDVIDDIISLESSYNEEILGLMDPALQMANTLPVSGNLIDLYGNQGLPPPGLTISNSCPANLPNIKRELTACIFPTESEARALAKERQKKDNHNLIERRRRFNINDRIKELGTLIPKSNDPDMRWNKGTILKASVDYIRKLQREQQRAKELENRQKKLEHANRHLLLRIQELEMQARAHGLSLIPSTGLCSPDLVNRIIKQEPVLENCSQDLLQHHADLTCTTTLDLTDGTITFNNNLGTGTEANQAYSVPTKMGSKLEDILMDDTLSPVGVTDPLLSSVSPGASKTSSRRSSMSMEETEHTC
The depositor's hits bear a star.

1	O=C(NCc1ccccc1)c1cc(NCc2cccnc2)nc2ccccc12
2	Cc1nn2c(N3CCC(O)CC3)c3c(nc2c1-c1ccc(F)cc1)CCC3
3	CS(=O)(=O)c1ccc(N2CCC(O)CC2)c([N+](=O)[O-])c1
4	Cn1nnc(NC(=O)CSc2nnnn2-c2ccc(F)cc2)n1
5	COc1ccccc1CC(=O)Nc1ccccc1O
6	O=C(Nn1c(C2CC2)nc2cc(Cl)ccc2c1=O)c1ccccc1
Compound | 1 | 2 | 3 | 4 | 5 | 6
TEAD-YAP block | -2 | 2 | 3 | 3 | -9 | 53*
FBW7 activator | 0.9 | 0.0 | -0.1 | -0.3 | 0.4 | 0.1
GPR151 activ | 0.3 | -0.4 | 2.7 | 1.8 | -0.1 | 0.2
MITF primary | 7 | -1 | 4 | -18 | -14 | 2

7	CCOC(=O)c1sc(N)c(C#N)c1COC(=O)CCN1C(=O)C2CCCCC2C1=O (stereo not drawn)
8	COc1ccc(C)cc1NC(=O)CN(Cc1ccccc1)S(=O)(=O)c1ccc(F)cc1
9	CC1CCN(C(=O)C2CC(c3ccc(F)cc3)=NO2)CC1 (stereo not drawn)
10	O=C1OC(c2ccc(Br)o2)=N/C1=C/c1ccc([N+](=O)[O-])cc1
11	CC(=O)NC(CC(C)C)C(=O)NC(=O)NCc1ccccc1 (stereo not drawn)
12	C=CCc1cccc2cc(C(=O)NC3=C(C)N(C)C(c4ccccc4)C3=O)c(=O)oc12 (stereo not drawn)
Compound | 7 | 8 | 9 | 10 | 11 | 12
TEAD-YAP block | -4 | 13 | -37 | 8 | 7 | -1
FBW7 activator | 0.0 | 0.2 | 0.3 | 0.2 | 0.2 | -0.2
GPR151 activ | 1.6 | 1.7 | 0.3 | -0.5 | 0.4 | 0.5
MITF primary | 7 | -4 | -16 | 12 | 8 | -15

A run of entries from further up, as a working copy:
9	CC1CCN(C(=O)C2CC(c3ccc(F)cc3)=NO2)CC1 (stereo not drawn)
10	O=C1OC(c2ccc(Br)o2)=N/C1=C/c1ccc([N+](=O)[O-])cc1
11	CC(=O)NC(CC(C)C)C(=O)NC(=O)NCc1ccccc1 (stereo not drawn)
12	C=CCc1cccc2cc(C(=O)NC3=C(C)N(C)C(c4ccccc4)C3=O)c(=O)oc12 (stereo not drawn)
Compound | 9 | 10 | 11 | 12
TEAD-YAP block | -37 | 8 | 7 | -1
FBW7 activator | 0.3 | 0.2 | 0.2 | -0.2
GPR151 activ | 0.3 | -0.5 | 0.4 | 0.5
MITF primary | -16 | 12 | 8 | -15

Additional structures.
13	COc1ccc(-c2c(C)oc3c(CN4CCN(C)CC4)c(O)ccc3c2=O)cc1
14	CC(=O)Nc1ccccc1-c1ccccc1NC(C)=O
15	CC(Nc1cc(N2CCN(C(=O)c3ccccc3Cl)CC2)ccc1[N+](=O)[O-])C12CC3CC(CC(C3)C1)C2 (stereo not drawn)
16	O=c1c2cnn(CCO)c2ncn1CCc1ccccc1
17	CC(=O)Oc1ccc(C2(C)CC(C)(C)NC(=S)N2c2ccccc2)c(OC(C)=O)c1 (stereo not drawn)
18	C(=C\c1ccccc1)/Cn1cnc2ccccc21
Compound | 13 | 14 | 15 | 16 | 17 | 18
TEAD-YAP block | 1 | -3 | 2 | -27 | -2 | 2
FBW7 activator | 0.1 | 0.0 | 0.0 | 0.0 | 0.6 | 0.5
GPR151 activ | 0.1 | -0.9 | 2.0 | -0.9 | 2.7 | -1.9
MITF primary | -6 | 9 | 6 | -8 | 18 | 9

19	CCNc1nc(NC(C)C)nc(NC(C)(C)C)n1
20	Cc1oc(C(=O)NCc2ccccc2Cl)cc1S(=O)(=O)N1CCOCC1
21	Cc1ccc(S(=O)(=O)N2CC=C(C(=O)NC3CCC(C)CC3)CC2)cc1 (stereo not drawn)
22	COc1ccc(NC(=O)c2oc3ccccc3c2C)cc1
23	COc1ccccc1-c1c(C)nn2c(N)c(-c3ccccc3)cnc12
24	COc1cccc(C(=O)COc2ccc(NC(=O)c3cccs3)cc2)c1
Compound | 19 | 20 | 21 | 22 | 23 | 24
TEAD-YAP block | -3 | -3 | -3 | -37 | -21 | 10
FBW7 activator | -0.3 | -0.1 | 1.1 | 0.4 | 0.0 | 0.4
GPR151 activ | 0.0 | 0.3 | -0.1 | -0.1 | -0.3 | 0.2
MITF primary | 22 | 0 | 15 | 12 | -7 | 13

25	O=C(O)CCCC(=O)Nc1cccc(-c2nc3ccccc3o2)c1
26	COc1ccc(Cl)cc1C(=O)N1CCN(c2ccccc2OC)CC1
27	O=C(Cc1nc(-c2ccc(Br)s2)cs1)NCCN1CCOCC1
28	Cc1cc(C(=O)OCc2nnc(-c3ccccc3)o2)c(C)n1-c1ccccc1
29	O=C(Nc1cccc(Cl)c1)N[C@H]1C[C@H]2C(=O)N[C@H](CO)C(=O)N2C1
30	O=C(CC1(O)C(=O)Nc2ccccc21)c1ccc(NC(=O)C2CCCCC2)cc1 (stereo not drawn)
Compound | 25 | 26 | 27 | 28 | 29 | 30
TEAD-YAP block | -2 | 54* | 4 | 4 | -9 | -42
FBW7 activator | 0.2 | 0.1 | 0.0 | -0.1 | -0.1 | 0.6
GPR151 activ | 0.2 | -0.7 | 1.6 | 0.1 | 4.3 | -0.3
MITF primary | -6 | 6 | 3 | 0 | -16 | -2

31	Cc1ccc2c(C)nc(N3CCCC(C(=O)NC(C)(C)CO)C3)nc2c1 (stereo not drawn)
32	COCCNC(=O)c1ccc2c(c1)ncn2-c1ccc(OCc2ccccc2)cc1
33	COc1ccc(OC)c(CNC(=O)c2cn(CC(C)C)c(=O)c3c2c2ccccc2n3C)c1
34	COc1ccc(C(=O)Nc2ccc(Cl)c(-c3nc4ncccc4o3)c2)cc1OC
35	CSCCNC(=O)c1cc(COc2ccc(F)cc2Cl)on1
36	Cc1nnc(C)n1/N=C/c1cc(Br)ccc1F
Compound | 31 | 32 | 33 | 34 | 35 | 36
TEAD-YAP block | 5 | 1 | -9 | 5 | -26 | -3
FBW7 activator | 0.1 | 0.1 | 0.2 | 0.0 | 0.3 | 0.0
GPR151 activ | 0.0 | -0.8 | 1.8 | -0.4 | 4.5 | 0.4
MITF primary | 8 | 7 | -2 | 1 | 10 | -4

37	Cc1ccc(-c2nc3ncccc3o2)cc1NC(=O)c1cccc2ccccc12
38	O=C(CCn1c(SCC(=O)c2ccc(Cl)cc2)nc2cc3c(cc2c1=O)OCO3)NCc1ccc2c(c1)OCO2
39	COc1ccc(/C(O)=C2/C(=O)C(=O)N(CCc3ccccc3)C2c2ccc(Br)cc2)cc1 (stereo not drawn)
40	CC1CCN(CC(=O)Nc2ccc([N+](=O)[O-])cc2Br)CC1
41	COc1ccccc1NC(=O)OCN1C(=O)c2ccccc2C1=O
42	CC(C)CN1C[C@@H](n2cnnn2)C[C@H]1C(=O)NCCc1ccccc1
Compound | 37 | 38 | 39 | 40 | 41 | 42
TEAD-YAP block | 6 | 2 | 0 | -10 | 2 | 2
FBW7 activator | 0.3 | 0.0 | 0.1 | 0.0 | -0.1 | 0.1
GPR151 activ | 0.6 | 0.8 | 0.9 | 1.8 | -0.1 | -0.2
MITF primary | 27 | -5 | 18 | 1 | 5 | -20

43	Cc1cccc(Nc2n[nH]c(=S)s2)c1C
44	CCCOC(=O)c1ccc2c(c1)C(=O)N(c1cccc(C)c1)C2=O
45	Cc1occc1C(=O)N/N=C/c1ccc(O)c(O)c1
46	Cn1c(CSc2nc3ccccc3s2)n[nH]c1=S
47	CCOc1ccccc1CNc1ccc(N2CCN(C(C)=O)CC2)cc1
48	CCOP(=O)(CN(Cc1ccc(OC)cc1)C(=O)Nc1ccccc1OC)OCC
Compound | 43 | 44 | 45 | 46 | 47 | 48
TEAD-YAP block | -2 | 0 | -65 | 3 | -3 | 5
FBW7 activator | 0.7 | 0.0 | -0.1 | -0.1 | -0.2 | 0.4
GPR151 activ | 2.7 | -5.5 | -5.9 | 0.7 | -0.8 | -0.1
MITF primary | -3 | 20 | -3 | 8 | 0 | 5

49	Clc1ccc(Oc2ccccc2)c(NC2=NCCC2)c1
50	Cc1nn2c(-c3ccco3)nnc2c2ccccc12
51	COC(=O)C(C)(C)NC(=O)Nc1ccc(Cl)cc1
52	COCCCn1c2c(c(=O)[nH]c1=O)C(c1ccccc1OC)C1=C(N2)c2ccccc2C1=O (stereo not drawn)
53	CCN1CCN(c2ncnc3sc(C(=O)Nc4ccc(F)cc4)c(C)c23)CC1
54	CC1CCC2(CC1)N=C(N)Nc1nc3ccccc3n12 (stereo not drawn)
Compound | 49 | 50 | 51 | 52 | 53 | 54
TEAD-YAP block | 8 | -17 | -1 | 15 | -1 | 4
FBW7 activator | -0.2 | 0.0 | 0.8 | 0.5 | -0.1 | 0.1
GPR151 activ | -0.4 | -1.4 | 4.1 | 0.0 | 5.2* | -1.0
MITF primary | -4 | 2 | 1 | 18 | 3 | -2

55	Brc1ccc2c(c1)OCCOCCOc1ccc(Br)cc1OCCO2
56	CC(=O)NC(CC(C)C)c1nnc2n1CCN(Cc1ccc(N(C)C)cc1)CC2 (stereo not drawn)
57	COc1cccc(CC(C2CCN(C(=O)c3ocnc3C)CC2)N(C)Cc2ccccn2)c1 (stereo not drawn)
58	CCc1ccc(C(=O)NNC(=O)OC)cc1
59	O=S1(=O)N=C(Nc2ccccn2)c2ccccc21
60	CCOC(=O)c1ccc(COC(=O)c2cc3ccccc3oc2=O)o1
Compound | 55 | 56 | 57 | 58 | 59 | 60
TEAD-YAP block | -5 | -4 | -6 | -9 | 0 | -24
FBW7 activator | 0.1 | -0.1 | 0.0 | -0.2 | 0.1 | 0.9
GPR151 activ | -1.4 | 1.1 | -0.3 | 0.9 | 1.4 | -0.3
MITF primary | 0 | 7 | 29 | 2 | 5 | 11

61	O=c1c2cnn(-c3ccccc3)c2nc(-c2ccc(Cl)cc2)n1-c1ccc(Cl)cc1
62	O=C(/C=C/c1cccs1)OCc1ccc([N+](=O)[O-])cc1
63	O=c1c2ccccc2nc2c3ccccc3c(NCCN3CCOCC3)nn12
64	O=C(Cc1nnc(NC(=O)Nc2ccc(Cl)cc2)s1)NCc1ccccc1
65	CC(=O)Nc1ccc(N2C(=O)c3ccc4c5c(ccc(c35)C2=O)C(=O)N(c2ccc(NC(C)=O)cc2)C4=O)cc1
66	CCOc1cc(S(=O)(=O)N2c3ccccc3CC2C)ccc1Cl (stereo not drawn)
Compound | 61 | 62 | 63 | 64 | 65 | 66
TEAD-YAP block | -6 | -28 | 74* | 10 | 5 | 19
FBW7 activator | 0.0 | 0.0 | -0.2 | -0.2 | 0.0 | 0.1
GPR151 activ | -0.7 | 0.9 | 1.3 | 0.2 | 0.1 | -0.2
MITF primary | 9 | -29 | -5 | 2 | 5 | -4

67	O=C(COc1cccc2ccccc12)OC1CCS(=O)(=O)C1 (stereo not drawn)
68	COc1cccc(NC(=O)Cn2c(-n3nc(C)cc3C)nc(C)c(C)c2=O)c1
69	Cc1cc(NS(=O)(=O)c2ccc(NC(=O)CCCOc3ccccc3C)cc2)no1
70	N#C/C(=C/c1ccc(F)cc1)c1ccc(C(=O)O)cc1
71	Nc1cc(=O)[nH]c(=O)n1-c1ccc(OC(F)(F)F)cc1
72	N#CC1=C(N)Oc2c(oc(CO)cc2=O)C1c1cn[nH]c1-c1ccc(F)cc1 (stereo not drawn)
Compound | 67 | 68 | 69 | 70 | 71 | 72
TEAD-YAP block | -2 | -1 | -9 | 0 | -3 | 7
FBW7 activator | -0.1 | 0.1 | -0.2 | 0.7 | -0.1 | -0.2
GPR151 activ | 1.5 | -0.6 | -0.8 | -1.1 | 0.5 | 0.7
MITF primary | 0 | -3 | 3 | 13 | 8 | -1

One compound at a time, as listed above.
Listed for `N#C/C(=C/c1ccc(F)cc1)c1ccc(C(=O)O)cc1` → TEAD-YAP block: 0; FBW7 activator: 0.7; GPR151 activ: -1.1; MITF primary: 13
Listed for `Nc1cc(=O)[nH]c(=O)n1-c1ccc(OC(F)(F)F)cc1` → TEAD-YAP block: -3; FBW7 activator: -0.1; GPR151 activ: 0.5; MITF primary: 8

The list continues:
73	CCCOc1ccc(C(=O)Nc2ccc(N3CCOCC3)c(Cl)c2)cc1
74	CCOC(=O)Cn1cnc2c(nnn2Cc2ccc(C)cc2)c1=O
75	CCOC(=O)C1CCCN(Cc2cccc(C(F)(F)F)c2)C1 (stereo not drawn)
76	Cc1ccc(CNC(=O)c2nnn(-c3cc(C)cc(C)c3)c2N)cc1
77	COc1ccc(NC2CC(=O)N(c3cccc(OC)c3)C2=O)cc1 (stereo not drawn)
78	Cc1cc(C)c2c(N)c(C(=O)Nc3cccc(C)c3C)sc2n1
Compound | 73 | 74 | 75 | 76 | 77 | 78
TEAD-YAP block | 1 | 10 | -3 | 15 | 5 | 14
FBW7 activator | 0.0 | -0.1 | -0.1 | 0.3 | 0.1 | 0.4
GPR151 activ | -0.8 | 0.1 | 0.9 | -1.4 | 0.5 | -0.8
MITF primary | 10 | 4 | 52* | 8 | 1 | 11

79	O=C(CSc1nnc(Nc2ccccc2)n1-c1ccccc1)c1ccc(F)cc1
80	COc1ccc(-n2nc(C(=O)NCC(=O)Nc3ccc(F)cc3F)c3ccccc3c2=O)cc1
81	COCCCNC(=O)CN(c1cccc([N+](=O)[O-])c1)S(C)(=O)=O
82	O=C(CN(C(=O)c1ccno1)c1ccccc1)NCc1cccs1
Compound | 79 | 80 | 81 | 82
TEAD-YAP block | -10 | 2 | 5 | -13
FBW7 activator | 0.0 | -0.1 | 0.0 | -0.2
GPR151 activ | 1.7 | 1.6 | 0.4 | 0.6
MITF primary | 4 | 12 | 5 | 0
